# High-throughput results: PubChem, National Center for Advancing Translational Sciences (NCATS)
# Pol eta inh: blocks human DNA polymerase eta activity; Q9Y253; recombinant Pol eta, fluorescent DNA replication assay; Potency, µM (titrated, usually from 114 µM), without a hit: top-dose activity change, negative = inhibition, actives largely listed as inhibitors; 390,000 tested, 1.2% active; AID 588591; note: potency is the fitted concentration of half-maximal effect; % is set by controls: 0 for no effect and ±100 for the full control effect
#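 Pol eta at 10 nM preincubated with compounds 15 min at room temperature; reaction started with fluorescent substrate (50 nM final) and read kinetically at 0 and 10 min.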
# G9a inh: blocks human histone lysine methyltransferase G9a; Potency, µM (series often up to 102 µM), for the others: top-dose activity, negative = inhibition, actives largely listed as inhibitors; G9a H3K9 monomethylation, AlphaScreen, 2 h; 350,000 tested, 8.8% active; AID 504332; note: potency is the fitted concentration of half-maximal effect; % is set by controls: 0 for no effect and ±100 for the full control effect; nearly all actives have a fitted effect of over 75% in size
# Target sequence (Q96KQ7 913-1193 limits assumed): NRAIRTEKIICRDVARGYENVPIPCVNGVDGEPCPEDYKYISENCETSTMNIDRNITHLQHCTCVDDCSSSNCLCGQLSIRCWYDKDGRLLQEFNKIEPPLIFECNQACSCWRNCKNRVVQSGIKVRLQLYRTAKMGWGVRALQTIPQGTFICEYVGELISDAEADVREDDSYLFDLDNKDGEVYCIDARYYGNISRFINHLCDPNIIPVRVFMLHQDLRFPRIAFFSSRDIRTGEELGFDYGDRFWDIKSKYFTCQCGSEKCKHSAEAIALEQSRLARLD
#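 Using a bead-based AlphaScreen, monomethylated H3K9 product from 2 h room-temperature reactions (G9a 20 nM, peptide 500 nM, SAM 20 uM) was detected with 0.5 ug/mL rabbit anti-H3K9me1 antibody.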
# Pin1 inhibitor: inhibitors of human Pin1; Pin1 FP peptide displacement, HiFluor488, 10 min; 390,000 tested, 0.009% active; Potency, µM (series often up to 115 µM), for the others: at the highest dose activity, negative = inhibition, usual class: inhibitors; active = well fitted inhibition curve with a large enough effect in the polarisation, with a control signal flat, not every such curve was filed as active; inconclusive = small, poorly fitted or top-dose-only effect, or effect the other way, or a change in a side signal; inactive = no such curve, though single readings can be large or run the other way; the % refers to the polarisation; note: potency is the fitted concentration of half-maximal effect; % is set by controls: 0 for no effect and ±100 for the full control effect
# Target sequence (Q13526 whole entry, looked up): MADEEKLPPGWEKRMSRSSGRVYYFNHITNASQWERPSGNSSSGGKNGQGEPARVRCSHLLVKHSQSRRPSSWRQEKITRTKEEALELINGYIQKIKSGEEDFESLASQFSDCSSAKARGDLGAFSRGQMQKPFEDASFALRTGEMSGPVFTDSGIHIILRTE
# JMJD2A Tudor: blocks the human JMJD2A Tudor domain; O75164; AlphaScreen JMJD2A-Tudor / H3K4me3 peptide binding; Potency, µM (highest dose often 114 µM), for the others: top-dose activity change, negative = inhibition, most hits filed as inhibitors; 390,000 tested, 4.4% active; AID 504339; note: potency is the fitted concentration of half-maximal effect; % is set by controls: 0 for no effect and ±100 for the full control effect; nearly all actives have a fitted effect of over 50% in size
# PI4K2A inh: PI4K2A (human) kinase inhibition | purified PI4K2A, ADP-Glo luminescence, 1 h; hits give low values | activity change, negative = inhibition, % at 76.9 µM | 420,000 tested, 0.13% active | AID 1346378; in the data active = activity change below about -50%; inconclusive = mostly about -30% to -49%;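 note: -100% = wells without enzyme as full effect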
#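 PI4K2A activity was measured by ADP-Glo luminescence: enzyme (4 ug/mL stock) and phosphatidylinositol (1.2 mM stock) in Tris pH 7.5/MgCl2/EGTA/Triton X-100 buffer were reacted with ATP (300 microM stock) for one hour at ambient temperature.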
# BAZ2B inh: BAZ2B (human) inhibition; Q9UIF8; AlphaScreen BAZ2B-H3K14Ac peptide displacement; Potency, µM (top dose mostly 114 µM), without a hit: at the highest dose activity change, negative = inhibition, hits mostly inhibitors; 360,000 tested, 4.4% active; note: potency is the fitted concentration of half-maximal effect; % is set by controls: 0 for no effect and ±100 for the full control effect; nearly all actives have a fitted effect of over 60% in size
#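 BAZ2B 50 nM plus b-H3(5-23)K14Ac 50 nM, PBS pH 7.4/0.01% Tween-20, 30 min RT; compound added (max 110 uM), 30 min RT; streptavidin donor/Ni-chelate acceptor beads 10 ug/mL final, 20 min dark; AlphaScreen read.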
# HP1b binding inh: inhibitors of HP1-beta chromodomain binding to methylated histone tails | AlphaScreen HP1-beta / biotin-H3K9me3 peptide binding | P83916 | 390,000 tested, 0.56% active | Potency, µM (highest dose often 114 µM), for inactives: at the highest dose activity change, negative = inhibition, actives largely listed as inhibitors; note: potency is the fitted concentration of half-maximal effect; nearly all actives have a fitted effect of over 70% in size; inactives centre near 23
# Target sequence (P83916 whole entry, looked up): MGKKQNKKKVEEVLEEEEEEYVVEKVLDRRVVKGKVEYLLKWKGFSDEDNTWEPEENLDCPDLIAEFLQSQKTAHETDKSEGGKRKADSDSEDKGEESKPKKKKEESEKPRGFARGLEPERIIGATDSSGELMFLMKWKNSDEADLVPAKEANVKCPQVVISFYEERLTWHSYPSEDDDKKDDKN
#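 HP1-beta protein (50 nM final) preincubated 30 min at room temperature with biotinylated H3(1-18)K9me3 peptide (50 nM) in PBS pH 7.4, 0.01% Tween-20, then compound added for 30 min. AlphaScreen streptavidin donor/nickel chelate acceptor beads (10 ug/mL final), 30 min dark, luminescence read.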
# GLS inh: glutaminase GLS (human) inhibition; 410,000 tested, 0.21% active; GLS enzymatic activity, qHTS titration; O94925; Potency, µM (highest dose often 45.5 µM), for inactives: at the highest dose activity change, negative = inhibition, usual class: inhibitors; note: potency is the fitted concentration of half-maximal effect; % is set by controls: 0 for no effect and ±100 for the full control effect
#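 Human kidney-isoform GLS in 45 mM KH2PO4 pH 8.2, 0.02% Tween-20, with compound, started with 1mM L-Glutamine (added stock). Glutamate oxidase/HRP/Amplex red coupled fluorescence read at start and after 30 min at RT.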
# Tb PGK inh: T. brucei PGK inhibition; P07378; PGK/GAPDH coupled, Kinase-Glo luminescence, 60 min; Potency, µM (doses to about 57.5 µM), inactives show at the highest dose activity change, negative = inhibition, most hits filed as inhibitors; 380,000 tested, 0.043% active; AID 602233; note: potency is the fitted concentration of half-maximal effect; % is set by controls: 0 for no effect and ±100 for the full control effect; nearly all actives have a fitted effect of over 60% in size
# Target sequence (P07378 whole entry, looked up): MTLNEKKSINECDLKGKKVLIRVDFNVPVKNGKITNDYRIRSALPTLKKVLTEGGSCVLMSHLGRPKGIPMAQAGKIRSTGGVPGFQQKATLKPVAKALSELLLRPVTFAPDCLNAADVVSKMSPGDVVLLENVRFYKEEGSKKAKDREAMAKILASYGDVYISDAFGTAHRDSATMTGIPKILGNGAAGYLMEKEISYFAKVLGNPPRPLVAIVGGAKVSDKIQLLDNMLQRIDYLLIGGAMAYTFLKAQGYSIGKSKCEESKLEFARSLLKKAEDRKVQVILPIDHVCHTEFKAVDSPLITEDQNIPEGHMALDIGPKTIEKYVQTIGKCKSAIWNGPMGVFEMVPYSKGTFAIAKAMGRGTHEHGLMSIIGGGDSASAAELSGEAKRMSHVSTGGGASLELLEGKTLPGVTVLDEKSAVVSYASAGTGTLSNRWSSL
#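 Recombinant glycosomal PGK reaction used 1,3-bisphosphoglycerate generated in-well by GAPDH (100nM final) in 100mM TEA pH 7.6, 5mM MgCl2, 0.01% Tween-20. After 60 minutes at room temperature, ATP was read by Kinase-Glo Plus luminescence end-point.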
# Active calls of the source: *; i = inactive; ? = inconclusive; . = no result given; [ ] = another dose, or the depositor's remark. Unless noted, calls come from the whole dose curve; as a rule, active = well fitted curve in the direction sought with a large enough effect; inconclusive = small, poorly fitted or top-dose-only effect, or another doubt; inactive = no such curve, though single readings can be large; an effect the other way counts as inactive or inconclusive. An excerpt; the hit share may differ from the screen's.
SMILES,Pol eta inh,G9a inh,Pin1 inhibitor,JMJD2A Tudor,PI4K2A inh,BAZ2B inh,HP1b binding inh,GLS inh,Tb PGK inh
NC(=S)Nc1nc2ccccc2s1,-10%,55%[activator],-9%,-18%,5,-15%,-12%,-27%,-6%
Cc1cccc(Nc2nc3c(c(=O)n(C)c(=O)n3C)n2Cc2ccccc2)c1,-12%,16%[12.7 µM],-1%,-9%,-3,11%,19%,-1%,i
CCn1nnnc1SCC(=O)Nc1cc(C)on1,2%,2%[59 µM],-4%,-22%,3,-2%,73%[activator],1%,-1%
Cc1ccc(C)c(N2CCN(c3nc4ccccc4c4nc(CCn5nc(C)cc5C)nn34)CC2)c1,-9%,-1%[59 µM],-2%,-9%,2,0%,34%,-31%,-1%
N#C/C(=N\Nc1ccc(Cl)cc1)C(=N)N1CCCCC1,-5%,1%,-9%,?,-5,?,-5%,6%,i
CC1=NN(C(=O)CCc2ccccc2)C(c2ccccc2)C1 (centres undefined),-16%,2%,-5%,-11%,7,-11%,33%,2%,-1%
CSc1ncc(CN2CCc3c([nH]c4ccccc34)C2c2cccc(O)c2)cn1 (centres undefined),-5%,.,-2%,?,-3,40µM*,-20%,8%,-7%
OCCNCCNCc1ccccc1OCc1ccccc1,-16%,.,-6%,-17%,-1,?,32%,3%,-5%
CCOc1ccc(NC(=O)CN(C)CC(=O)NC2CCCc3ccccc32)cc1OCC (centres undefined),-14%,-39%,-1%,-24%[57.1 µM],2,0%,?,-16%,-1%
COCC(C)n1c(SCC(=O)Nc2cc(C)on2)nc2ccccc2c1=O (centres undefined),-3%,-38%,5%,-8%,0,-5%,42%[activator],2%,-8%

# Four entries drawn at random from the list so far, as already listed:
SMILES,Pol eta inh,G9a inh,Pin1 inhibitor,JMJD2A Tudor,PI4K2A inh,BAZ2B inh,HP1b binding inh,GLS inh,Tb PGK inh
Cc1ccc(C)c(N2CCN(c3nc4ccccc4c4nc(CCn5nc(C)cc5C)nn34)CC2)c1,-9%,-1%[59 µM],-2%,-9%,2,0%,34%,-31%,-1%
CCn1nnnc1SCC(=O)Nc1cc(C)on1,2%,2%[59 µM],-4%,-22%,3,-2%,73%[activator],1%,-1%
Cc1cccc(Nc2nc3c(c(=O)n(C)c(=O)n3C)n2Cc2ccccc2)c1,-12%,16%[12.7 µM],-1%,-9%,-3,11%,19%,-1%,i
NC(=S)Nc1nc2ccccc2s1,-10%,55%[activator],-9%,-18%,5,-15%,-12%,-27%,-6%

# Gathered by group: those above with four or more nitrogen atoms
SMILES,Pol eta inh,G9a inh,Pin1 inhibitor,JMJD2A Tudor,PI4K2A inh,BAZ2B inh,HP1b binding inh,GLS inh,Tb PGK inh
Cc1cccc(Nc2nc3c(c(=O)n(C)c(=O)n3C)n2Cc2ccccc2)c1,-12%,16%[12.7 µM],-1%,-9%,-3,11%,19%,-1%,i
CCn1nnnc1SCC(=O)Nc1cc(C)on1,2%,2%[59 µM],-4%,-22%,3,-2%,73%[activator],1%,-1%
Cc1ccc(C)c(N2CCN(c3nc4ccccc4c4nc(CCn5nc(C)cc5C)nn34)CC2)c1,-9%,-1%[59 µM],-2%,-9%,2,0%,34%,-31%,-1%
N#C/C(=N\Nc1ccc(Cl)cc1)C(=N)N1CCCCC1,-5%,1%,-9%,?,-5,?,-5%,6%,i
CSc1ncc(CN2CCc3c([nH]c4ccccc34)C2c2cccc(O)c2)cn1 (centres undefined),-5%,.,-2%,?,-3,40µM*,-20%,8%,-7%
COCC(C)n1c(SCC(=O)Nc2cc(C)on2)nc2ccccc2c1=O (centres undefined),-3%,-38%,5%,-8%,0,-5%,42%[activator],2%,-8%

# New compounds follow
SMILES,Pol eta inh,G9a inh,Pin1 inhibitor,JMJD2A Tudor,PI4K2A inh,BAZ2B inh,HP1b binding inh,GLS inh,Tb PGK inh
CCN(CC)CCN(Cc1cc2ccc(C)c(C)c2[nH]c1=O)C(=S)NCc1ccco1,-15%,50µM*,1%,?,-8,?,?,0%,-3%
CCNC(=S)N1CCN(c2ccccn2)CC1,3%,7%,-1%,-5%,14,-1%,31%,4%,0%
COc1ccc(S(=O)(=O)N(C)CC(=O)N2CCC(C(N)=O)CC2)cc1Cl,-7%,7%[12.7 µM],7%,-9%,4,-3%,5%,1%,15%
COc1ccccc1CCNC(=O)c1cccn1-c1nnc(N2CCCCC2)s1,-21%,-8%[59 µM],-9%,-27%,-5,-16%,9%,-11%,-11%
O=C(NNC(=O)C1CCN(c2ncccn2)CC1)c1ccncc1,-5%,.,?,-9%,0,-1%,33%,-1%,0%
CC(C)(C)C1CCc2[nH]c3ccccc3c(=O)c2C1 (centres undefined),2%,-3%,2%,-1%,6,-4%,26%,20%,4%
C(=Cc1cccnc1)c1ccncc1,-17%,.,-2%,-10%,1,.,23%[57 µM],0%,1%
Cc1ccc(S(=O)(=O)NCCC(=O)Nc2ccc3c(c2)OCO3)cc1,-18%,-28%,9%,?,-1,-29%,7%,0%,-9%
COc1ccc(-c2noc(COC(=O)c3ccco3)n2)cc1OC,-18%,27%[12.7 µM],1%,6%,2,6%,48%[activator],-5%,0%
COc1nnc(-c2ccc(C)c(S(N)(=O)=O)c2)c2ccccc12,-12%,22%,0%,2%,-3,0%,51%[activator],1%,.
CCOc1ccc(NC(=O)c2cn(-c3ccc(OCC)cc3)c(=O)c3cc(OC)c(OC)cc23)cc1,-5%,-32%,2%,-18%[57.1 µM],0,-31%,29%,1%,17%
O=C(NCc1cc(C(F)(F)F)ccc1Cl)c1cccc2c1C(=O)c1ccc(N3CCC(N4CCCCC4)CC3)cc1S2(=O)=O,?,.,.,.,9,.,.,-15%,i
COc1cccc(NC(=O)CSc2nc3ccccc3c(=O)n2C)c1,-25%,27%,1%,6%,-1,7%,12%,-7%,-6%
O=C(N/C(=C\c1ccc(Br)cc1)c1nc2ccccc2[nH]1)c1ccco1,-1%,-2%[59 µM],21%,-2%,-2,-5%,33%,-1%,4%
CCc1nn2c(N3CCOCC3)cc(C)nc2c1-c1ccc(F)cc1,-11%,-10%[12.7 µM],5%,9%,4,6%,43%,-5%,-3%
Cc1ccc(S(=O)(=O)NCc2ccccc2)cc1C(=O)NCC(C)(C)N1CCOCC1,-11%,24%[0.501 µM],-7%,-11%,7,8%,9%,7%,1%
S=C(NCCc1ccccn1)Nc1ccc(Cl)cc1Cl,-7%,-3%,-8%,-8%,1,-12%,25%,5%,i
CCc1nnc(NC(=O)C(c2ccccc2)c2ccccc2)s1,11%,22%,-10%,-4%,3,-14%,7%,1%,-2%
Cc1cccc(C(=O)NC2CCN(CC(=O)Nc3ccc4c(c3)OCO4)CC2)c1,-21%,-18%,-1%,-1%[57.1 µM],-12,0%,25%,4%,-9%
COc1ccc(C2=C(Nc3ccc(C)c(C)c3)c3ccccc3C2=O)cc1,-12%,?,-9%,?,-4,-32%,?,18%,4%
COC(=O)C(C)Sc1nnc(SC(C)C(=O)OC)s1 (centres undefined),2%,?,5%,-5%,12,-12%,46%[activator],1%,-5%
CCCCSCCCNC(=O)c1cn(CC)c2ccc(S(=O)(=O)N3CCCCCC3)cc2c1=O,-24%,11%[59 µM],9%,-27%,-2,.,27%,5%,-8%
Cc1cc(C)n(-c2ccc(C(=O)OCC(=O)Nc3ccc(S(=O)(=O)N4CCCCC4)cc3)cc2)n1,-8%,?,10%,-23%,7,13%,7%,4%,5%
O=C(Cc1ccc(F)cc1)Nc1c(C(=O)N2CCN(c3ncccn3)CC2)oc2ccccc12,-5%,?,-3%,-14%,-5,-33%,28%,14%,-3%
COc1ccc(OC)c(N/C=C2/CCCCC2=O)c1,-17%,?,3%,-32%,8,?,0%,2%,-10%
Cc1occc1C(=O)NNC(=O)c1ccc(F)cc1,-3%,.,?,-11%,-1,3%,54%[activator],6%,3%
C[C@H](CO)N1C[C@H](C)[C@@H](CN(C)Cc2ccncc2)OCc2cnnn2CCCC1=O,-9%,.,.,.,-5,.,.,0%,-7%
CC(=O)NCc1ccc(S(=O)(=O)N2CCN(c3ccccn3)CC2)cc1,-7%,?,-2%,-6%,5,5%,26%,-4%,-1%
O=C(C1CCC(CNS(=O)(=O)c2ccc(Br)s2)CC1)N1CCN(c2ccc(F)cc2)CC1 (centres undefined),-10%,-17%[59 µM],-3%,-3%,-1,-2%,21%,1%,3%
O=C(Nc1ncc2c(n1)-c1ccccc1OC2)c1ccc(F)cc1,-19%,5%,-2%,-3%,-1,-14%,42%[activator],-18%,i
CC(=O)c1ccc(-n2nncc2-c2ccc([N+](=O)[O-])cc2)cc1,2%,8%,9%,?,-18,-19%,-7%,-15%,0%
O=C(CN1CCCC1)Nc1ccc(Cl)cc1C(F)(F)F,-11%,6%,-1%,?,1,.,?,3%,i
CCC(=O)c1ccc(OCC(O)CN2CCN(c3ccc(F)cc3)CC2)cc1 (centres undefined),-21%,13%,4%,1%,-2,4%,36%,-1%,-2%
COc1ccc(C(=O)c2ccc(N(C)C)cc2)c2ccccc12,2%,-14%[59 µM],6%,?,-1,?,8%,5%,.
O=C(Cc1ccc(S(=O)(=O)N2CCCC2)s1)Nc1nc2c(s1)CCCC2,18µM*,?,1%,?,-8,?,-10%,-1%,-5%
O=C(NN=C1CCCC1)c1ccc(O)cc1,-8%,26%,-5%,5%,3,9%,53%[activator],2%,i
NC(=O)c1cc(S(=O)(=O)N2CCN(c3cccc(C(F)(F)F)c3)CC2)cs1,15%,-14%[59 µM],3%,-10%,-1,-7%,34%,-1%,i
O=C(O)/C=C/C(=O)Nc1ccc(OC(F)F)cc1,-13%,-51%,1%,-5%,5,-7%,54%[activator],-6%,-2%
